Screens deposited in PubChem BioAssay by National Center for Advancing Translational Sciences (NCATS).
GAA glycogen mod = qHTS Assay for Inhibitors and Activators of Human alpha-Glucosidase Cleavage of Glycogen; recombinant GAA, glycogen substrate, Amplex Red glucose oxidase fluorescence; Potency, µM (top dose mostly 76.4 µM), for inactives: top-dose activity change, negative = inhibition, actives largely listed as inhibitors; actives 0.38% (n = 300,000); AID 2100, 2009; active = well fitted inhibition curve with a large enough effect;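 also: 0% = full enzyme reaction and -100% = no-enzyme basal signal; the screen sought inhibitors and activators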
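Recombinant enzyme (4 nM final) with compounds titrated up to 77 uM and bovine liver glycogen (30 ug) in citrate pH 5.0, 0.01% Tween-20, 37 C 40 min. Released glucose detected by Amplex Red/glucose oxidase (Ex 573/Em 610); AC50 from Hill fits.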
* = called active by the depositor; [ ] = dose if it differs, or a comment. Potency is read from the fitted curve at half-maximal effect. Some of the compounds tested. The share of hits here may be higher or lower than overall.

entry	GAA glycogen mod	Structure
1	-7%[76.3 µM]	CC(=O)c1ccc(C(=O)N(C)C2CCCN(Cc3ccccc3F)C2)s1 (configuration not stated)
2	0%	O=C(CCC(=O)N(CC(=O)NC1CCCC1)Cc1ccc(F)cc1)Nc1nccs1
3	1%[76.3 µM]	COc1ccc(CNC(=O)C2CCCN(S(=O)(=O)c3ccccc3)C2)cc1 (configuration not stated)
4	5%[76.3 µM]	CCOC(=O)C1CCCN(CC(=O)Nc2nccs2)C1 (configuration not stated)
5	-1%[76.3 µM]	Cc1ccc(CS(=O)(=O)Cc2ccc(C(=O)NC3CC3)o2)cc1
6	-8%	COc1nc(NC(=O)c2ccc(F)cc2)nc(OC)c1-c1ccccc1
7	-8%	CCOC(=O)CSc1nc(N2CCOCC2)c2c(c1C#N)CC(C(C)C)OC2 (configuration not stated)
8	4%	COC(=O)C(COC(=O)c1c(F)cccc1F)NC(=O)c1c(F)cccc1F (configuration not stated)
9	-7%[76.3 µM]	COc1ccc(/C=C2\Oc3cc(OCC(=O)N4CCC(C(=O)O)CC4)ccc3C2=O)c(OC)c1OC
10	3%[76.3 µM]	CCOC(=O)c1nn(-c2ccc(C)c(C)c2)c(=O)c(C#N)c1C
11	8%	Cc1cccc(NC(=S)NC(=O)c2ccc(-c3ccccc3)cc2)n1
12	1%	O=C(NC12CC3CC(CC(C3)C1)C2)c1cc(F)c(F)c(F)c1F
13	-1%[76.3 µM]	Cc1ccc2nc(NC(=O)C3CCN(C(=O)c4ccc(F)cc4)CC3)sc2c1
14	1%	Cc1c(Cl)cccc1NC(=O)[C@@]1(CC(=O)O)CC(/C=C/c2ccccc2)=NO1
15	-7%[76.3 µM]	COc1ccc(CCNC(=O)C(=O)NCC2OCCN2C(=O)c2ccc(Cl)cc2)cc1 (configuration not stated)
16	-15%[76.3 µM]	CN(C)c1ccc(NC(=O)Cn2c(SCc3ccccc3F)nc3cccnc32)cc1
17	-1%[76.3 µM]	CC1Sc2ccc(S(=O)(=O)N3CCC(C(=O)NCc4ccc(Cl)cc4)CC3)cc2NC1=O (configuration not stated)
18	-7%[76.3 µM]	CN(C)CCCNC(=O)C(=O)Nc1cc2c3c(c1)CCC(=O)N3CCC2
19	-5%[76.3 µM]	O=C(CCc1nnc2n(Cc3ccc(F)cc3)c(=O)c3ccccc3n12)NCCN1CCOCC1
20	-7%[76.3 µM]	COc1ccccc1C(=O)NNC(=O)c1ccccc1Br
21	0%[76.3 µM]	CNC[C@@H](CC1CCCCC1)NC[C@H](CC(C)C)NCCc1cccc(C(F)(F)F)c1
22	-5%[76.3 µM]	O=C(COC(=O)c1ccc(Cl)cc1[N+](=O)[O-])NC(=O)c1ccccc1
23	-10%[76.3 µM]	CN1CCC(=O)N(CCSc2ccccc2)CC1
24	14%[76.3 µM]	COc1ccc(NC(=O)c2oc3c(c2C)-c2nn(Cc4ccccc4Cl)cc2CC3)cc1OC
25	2%	Cc1cc(C)c(NC(=O)Cn2ncc3ccccc32)c(C)c1
26	-15%[76.3 µM]	COc1cccc(OCc2cc(C(=O)NCc3ccc4c(c3)OCO4)no2)c1
27	11%[76.3 µM]	CSCC(=O)N1CCC(Oc2cccc(C(=O)NCc3ccccn3)c2)CC1
28	-1%[76.3 µM]	COc1ccc(CCNC(=O)c2ccc3nc(N4CCOCC4)sc3c2)cc1OC
29	-7%[76.3 µM]	O=C(O)[C@@H]1CCCN1C(=O)COc1ccc2c3c(c(=O)oc2c1)CCC3
30	-16%[76.3 µM]	C=CCNc1nc(C(F)(F)F)nc2c1nnn2Cc1ccccc1Cl
31	3%[76.3 µM]	O=C(OCc1ccccc1)N1CCc2ccccc21
32	9%[76.3 µM]	COc1ccc(NC(=O)c2cc(C3CC3)nc3c2c(C)nn3-c2ccccc2)cc1
33	-9%[76.3 µM]	COc1cc(/C=C/C(=O)NC(=O)c2ccccc2O)ccc1OC(C)=O
34	18%[76.3 µM]	COc1ccccc1-c1noc2ncnc(Nc3cccc(C)c3C)c12
35	-3%[76.3 µM]	O=C(/C=C/c1cccc(Cl)c1)NCCCN1CCOCC1
36	-2%	CN1CCC(N(C)C(=O)/C(C#N)=C/c2ccccc2)CC1
37	-4%[76.3 µM]	COc1ccc(NC(=O)N2CCCCCC2)cc1OC
38	-5%[76.3 µM]	O=C(Nc1ccc(F)c(Cl)c1)Nn1cnnc1
39	-8%	CCOc1ccc(N(CC(=O)N2CCCC2)S(=O)(=O)c2ccc(Cl)cc2)cc1
40	-1%	CCC(C)c1ccc(NC(=O)c2[nH]c(C)c(C(C)=O)c2C)cc1 (configuration not stated)
41	5%	CC(c1nc2ccccc2n1Cc1ccccc1)N1CCCCC1 (configuration not stated)
42	7%[76.3 µM]	CCN1CCN(C(=O)CCc2nnc(CCc3c[nH]c4ccccc34)o2)[C@@H](C)C1=O
43	2%	CCOn1c(=O)c(-c2ccc(C)cc2)[n+]([O-])c2ccccc21
44	-5%[76.3 µM]	CC(CS(=O)(=O)c1ccc2c(c1)NC(=O)CS2)C(=O)NCc1ccccc1Cl (configuration not stated)
45	4%[76.3 µM]	CCN1CCc2c(OCC(=O)Nc3ccc(C)cc3)cccc2C1=O
46	-14%[15.3 µM]	OCCNCC(O)CN1c2ccccc2Sc2ccccc21 (configuration not stated)
47	11%	CCn1c(=O)c(C(=O)NNC(=O)c2ccccc2Cl)c(O)c2ccccc21
48	-4%[76.3 µM]	COc1ccc(/C=C/C(=O)OCC(=O)NCCNC(=O)COC(=O)/C=C/c2ccc(OC)cc2)cc1
49	-3%	COc1ccccc1C(=O)Nc1c(-c2ccccc2)nc2ccccn12
50	3%	Cc1ccc(-n2nc(C)c3c(C)c(CCC(=O)O)c(C)nc32)cc1C
51	-4%[76.3 µM]	O=C(Nc1cccc(Cl)c1)c1cc(-c2ccc3c(c2)OCCO3)on1
52	26%[76.3 µM]	Cc1ccc(NC(=O)CN(C)S(=O)(=O)c2cccc3cccnc23)cc1C
53	-14%[76.3 µM]	CCn1ncc(Cl)c1C(=O)NC(=S)Nc1ccccc1Br
54	-6%[76.3 µM]	O=C(CCCn1nnnc1CN1CCOCC1)N1CCN(c2ccccc2F)CC1
55	2%	O=c1[nH]cnc2cc(-c3ccc(Br)cc3)sc12
56	3%[76.3 µM]	Cc1nnc(N2C(=O)C(=O)/C(=C(/O)c3ccc4c(c3)CC(C)O4)C2c2ccccc2F)s1 (configuration not stated)

Other results.
entry	GAA glycogen mod	Structure
57	-9%[76.3 µM]	CC(Sc1ccc(Cl)cc1)C(=O)NNC(=O)c1csc(N2CCOCC2)n1 (configuration not stated)
58	-10%[76.3 µM]	COc1ccccc1CC(=O)Nc1ccc2nc(Nc3cccc(Cl)c3)cc(C)c2c1
59	11%[76.3 µM]	CN1CCN(c2oc(-c3ccc(COc4ccc(Cl)cc4)o3)nc2C#N)CC1
60	-9%[76.3 µM]	COc1ccc(CNC(=O)COc2ccc(S(=O)(=O)N3CCOCC3)cc2C)cc1
61	-7%[76.3 µM]	O=C(CSCc1cnn(-c2ccccc2)c1-n1cccc1)NCc1ccccc1F
62	2%[76.3 µM]	COc1cccc(-n2c(=O)c3sccc3n(CC(=O)NC3CCCC3)c2=O)c1
63	8%[76.3 µM]	Cc1cc(=O)cc(C)n1-c1ccccc1N
64	11%[76.3 µM]	CCCCC[C@H]1CN(Cc2ccccc2)C(=O)[C@@H]1CC(=O)NCc1ccccc1
65	7%[76.3 µM]	COc1ccc(N(CC(=O)NCc2ccco2)C(=O)CCC(=O)Nc2ccccn2)cc1
66	3%	O=C(CN1C2CCCC1CC(NC(=O)C1CCCCC1)C2)Nc1ccccc1 (configuration not stated)
67	6%[76.3 µM]	COc1cc(NC(=O)Cc2ccccc2)ccc1NC(=O)Cc1ccccc1
68	-5%[76.3 µM]	COC(=O)COc1ccc(S(=O)(=O)NCc2ccc3c(c2)OCO3)cc1
69	2%[76.3 µM]	CCNc1c(NS(=O)(=O)c2ccc(OC)c(Cl)c2)c(=O)oc2ccccc12
70	-2%[76.3 µM]	O=C(CCOc1ccccc1)Nc1ccc(Br)cc1
71	-31%[76.3 µM]	CCc1ccc(NC(=O)c2sc(-n3nc(C)c(Cc4ccc5c(c4)OCO5)c3C)nc2C)cc1
72	-6%[76.3 µM]	O=C(NNC(=O)C1CC(=O)N(Cc2ccccc2)C1)c1ccc(Br)cc1 (configuration not stated)
73	0%[76.3 µM]	Cc1cccc(NC(=O)C2CCCN2S(=O)(=O)c2ccc3nc(-c4ccccc4)[nH]c3c2)c1 (configuration not stated)
74	3%	CC[C@H](C)[C@H](NC(=O)c1ccccc1)C(=O)NC(CC(=O)O)c1ccc(F)cc1 (some centres not stated)
75	-9%	CC(C)c1ccc(NS(=O)(=O)c2ccc3c(c2)oc(=O)n3C)cc1
76	10%[76.3 µM]	CCOc1ccc(S(=O)(=O)n2ccc(C)n2)cc1
77	-2%	CC1C(=O)Nc2ccccc2N1C(=O)c1ccc(O)cc1 (configuration not stated)
78	14%	Cc1ccc(NC(=O)CS(=O)CC(=O)Nc2ccccc2-c2ccc(C)o2)cc1 (configuration not stated)
79	0%[76.3 µM]	CC1CC(C)CN(S(=O)(=O)N2CCC(C(=O)NCCc3ccccc3)CC2)C1 (configuration not stated)
80	-28%[76.3 µM]	O=C(N/N=C\C1CC=CCC1)c1ccc(Br)o1 (configuration not stated)
81	-2%[76.3 µM]	O=C(NC1CCCCC1)[C@@H]1CSC2c3ccccc3C(=O)N21 (some centres not stated)
82	1%[76.3 µM]	Cc1ccc(NS(=O)(=O)c2c(C(=O)N3CCOCC3)c(C)n(C)c2C)cc1C
83	5%	CC(=O)Nc1ccc(S(=O)(=O)Nc2ccccc2C(=O)N2CCOCC2)cc1
84	2%[76.3 µM]	Cc1cc(C)nc(Nc2nc(-c3ccccc3)cs2)n1
85	-2%	CN1CCN(CC(=O)Nc2c(C(=O)c3ccccc3)oc3ccccc23)CC1
86	3%	COc1ccc(C(=O)CC(=O)C(=O)Nc2ccc(C)c(Cl)c2)cc1
87	-12%[76.3 µM]	COc1ccc(NC(=O)c2ccc3ncsc3c2)c2ccccc12
88	1%[76.3 µM]	COc1ccc(NC(=O)CN(c2ccc(C)cc2)S(=O)(=O)c2c(C)nn(C)c2C)cc1
89	3%	COc1cccc(NC(=S)N2CCC(NC(=O)C3CCCCC3)CC2)c1
90	0%	COC(=O)c1cccc2c1-c1ccccc1/C2=N\NC(N)=O
91	7%[76.3 µM]	CC(C)C(=O)Nc1ccc(C(=O)Nc2ccc(S(=O)(=O)N3CCOCC3)cc2)cc1
92	-2%[76.3 µM]	CCN(CC)CCCNc1ncnc2scc(-c3ccc(F)cc3)c12
93	4%	Cc1ccc(N(C(=O)c2ccco2)C(C(=O)NC2CCCC2)c2ccco2)c(C)c1 (configuration not stated)
94	14%[76.3 µM]	O=C(NCc1ccc2c(c1)OCO2)C1CCCN1C(=O)Nc1ccc(Cl)cc1 (configuration not stated)
95	-18%[76.3 µM]	CC1=NN(C(=O)c2ccccc2C)C(O)(c2ccc(Cl)cc2)C1 (configuration not stated)
96	-7%[76.3 µM]	Cc1ccc(NC(=O)CN2C(=O)COc3ccc(S(=O)(=O)N4CCCCCC4)cc32)c(C)c1
97	-29%[76.3 µM]	NNc1nc(-c2ccccc2Cl)nc2ccccc12
98	4%	CC(=O)c1ccc(S(=O)(=O)N2CCN(S(=O)(=O)c3ccccc3C(F)(F)F)CC2)cc1
99	-2%	Nc1nc(NCC(=O)O)nc(NC2CCCCC2)c1[N+](=O)[O-]
100	-11%[76.3 µM]	CCN(CC)C(=O)Cn1ncc2c([nH]c3ccccc32)c1=O
101	-8%[76.3 µM]	COc1cc(CCC(=O)N2CC(C)OC(C)C2)cc(OC)c1OC (configuration not stated)
102	-29%[76.3 µM]	COc1ccc(CCNC(=O)C(=O)NCC2OCCN2S(=O)(=O)c2ccc(C)cc2)cc1OC (configuration not stated)
103	3%	O=C(C1CCCN(Cc2ccccc2Cl)C1)N1CCCCC1 (configuration not stated)
104	-8%[76.3 µM]	O=c1cc(-c2ccccc2)c2c(O)cc(O)cc2o1

Among those listed so far, 17 have fluorine.
entry	GAA glycogen mod	Structure
1	-7%[76.3 µM]	CC(=O)c1ccc(C(=O)N(C)C2CCCN(Cc3ccccc3F)C2)s1 (configuration not stated)
2	0%	O=C(CCC(=O)N(CC(=O)NC1CCCC1)Cc1ccc(F)cc1)Nc1nccs1
6	-8%	COc1nc(NC(=O)c2ccc(F)cc2)nc(OC)c1-c1ccccc1
8	4%	COC(=O)C(COC(=O)c1c(F)cccc1F)NC(=O)c1c(F)cccc1F (configuration not stated)
12	1%	O=C(NC12CC3CC(CC(C3)C1)C2)c1cc(F)c(F)c(F)c1F
13	-1%[76.3 µM]	Cc1ccc2nc(NC(=O)C3CCN(C(=O)c4ccc(F)cc4)CC3)sc2c1
16	-15%[76.3 µM]	CN(C)c1ccc(NC(=O)Cn2c(SCc3ccccc3F)nc3cccnc32)cc1
19	-5%[76.3 µM]	O=C(CCc1nnc2n(Cc3ccc(F)cc3)c(=O)c3ccccc3n12)NCCN1CCOCC1
21	0%[76.3 µM]	CNC[C@@H](CC1CCCCC1)NC[C@H](CC(C)C)NCCc1cccc(C(F)(F)F)c1
30	-16%[76.3 µM]	C=CCNc1nc(C(F)(F)F)nc2c1nnn2Cc1ccccc1Cl
38	-5%[76.3 µM]	O=C(Nc1ccc(F)c(Cl)c1)Nn1cnnc1
54	-6%[76.3 µM]	O=C(CCCn1nnnc1CN1CCOCC1)N1CCN(c2ccccc2F)CC1
56	3%[76.3 µM]	Cc1nnc(N2C(=O)C(=O)/C(=C(/O)c3ccc4c(c3)CC(C)O4)C2c2ccccc2F)s1 (configuration not stated)
61	-7%[76.3 µM]	O=C(CSCc1cnn(-c2ccccc2)c1-n1cccc1)NCc1ccccc1F
74	3%	CC[C@H](C)[C@H](NC(=O)c1ccccc1)C(=O)NC(CC(=O)O)c1ccc(F)cc1 (some centres not stated)
92	-2%[76.3 µM]	CCN(CC)CCCNc1ncnc2scc(-c3ccc(F)cc3)c12
98	4%	CC(=O)c1ccc(S(=O)(=O)N2CCN(S(=O)(=O)c3ccccc3C(F)(F)F)CC2)cc1
